KAT2A inh: inhibitors of human GCN5L2 histone acetyltransferase. Q92830. GCN5L2 HAT assay, ThioGlo1 CoA-SH fluorescence. Potency, µM (highest dose often 58.9 µM), for inactives: top-dose activity change, negative = inhibition, usual class: inhibitors. 0.21% of 390,000 active. AID 504327
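Free CoA generated was detected with ThioGlo1 (50uM) fluorescence at Ex340nm/Em540nm, read immediately and after 20 min at room temperature. Enzyme, 20 nM in HEPES pH 7.5 buffer, saw compounds 15 min before adding 75uM H3(1-25) peptide and 70uM acetyl-CoA.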
TDP1 block: inhibitors of human tyrosyl-DNA phosphodiesterase TDP1; recombinant TDP1, AlphaScreen DNA substrate cleavage; Potency, µM (top dose mostly 130 µM), without a hit: at the highest dose activity change, negative = inhibition, usual class: inhibitors; 0.28% of 350,000 active; also: nearly all actives have a fitted effect of over 40% in size
Target sequence (Q9NUW8 whole entry, looked up): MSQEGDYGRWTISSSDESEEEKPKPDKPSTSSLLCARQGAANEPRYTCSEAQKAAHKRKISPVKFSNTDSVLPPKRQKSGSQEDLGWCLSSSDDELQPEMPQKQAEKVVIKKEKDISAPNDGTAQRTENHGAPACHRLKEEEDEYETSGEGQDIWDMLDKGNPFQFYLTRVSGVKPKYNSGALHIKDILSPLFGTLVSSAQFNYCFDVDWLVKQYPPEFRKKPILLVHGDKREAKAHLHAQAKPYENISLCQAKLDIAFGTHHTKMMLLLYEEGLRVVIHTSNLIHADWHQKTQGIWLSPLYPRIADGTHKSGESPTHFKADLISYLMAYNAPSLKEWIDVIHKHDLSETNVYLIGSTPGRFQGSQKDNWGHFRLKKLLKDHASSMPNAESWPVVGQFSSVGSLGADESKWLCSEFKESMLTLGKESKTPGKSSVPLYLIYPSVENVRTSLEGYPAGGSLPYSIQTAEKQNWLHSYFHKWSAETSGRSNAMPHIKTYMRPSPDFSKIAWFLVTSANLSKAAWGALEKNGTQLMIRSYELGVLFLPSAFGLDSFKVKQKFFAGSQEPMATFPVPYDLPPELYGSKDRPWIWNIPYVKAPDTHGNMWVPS
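Recombinant E. coli-expressed Tdp1 (1 nM) preincubated with compound 15 min at RT, then 5'-biotin/3'-phosphotyrosine-FITC DNA substrate (15 nM) added for 5 min. AlphaScreen beads (10 ug/ml) added, 10 min RT; tyrosine-FITC cleavage read as signal loss.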
DT40 TDP1 no CPT: qHTS for Inhibitors of human tyrosyl-DNA phosphodiesterase 1 (TDP1): qHTS in cells in absence of CPT; AID 686978, 2013; Potency, µM (series often up to 46.2 µM), without a hit: top-dose activity change, negative = growth inhibition, usual class: inhibitors; DT40 Tdp1-/- hTDP1 cells, no CPT, ATP luminescence, 48 h; 15% of 420,000 active; also: nearly all actives have a fitted effect of over 55% in size
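A cellular qHTS used chicken DT40 cells lacking endogenous Tdp1 but carrying stably transfected human TDP1. Compounds were applied without camptothecin, and cell growth kinetics were judged by ATP-dependent luminescence after ≥48 hr.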
An asterisk follows results filed as active; ? = inconclusive; / = no result given; & = joins results of further samples; [ ] = dose if it differs, or a comment. Calls follow the shape of the dose curve; as a rule, active = well fitted curve in the direction sought with a large enough effect; inconclusive = small, poorly fitted or top-dose-only effect, or another doubt; inactive = no such curve, though single readings can be large; an effect the other way counts as inactive or inconclusive. % is scaled to controls: 0 for no effect and ±100 for the full control effect; potency is read from the fitted curve at half-maximal effect. Some of the compounds tested; count on the stated rates, not on these rows.

Values in the order: KAT2A inh	TDP1 block	DT40 TDP1 no CPT
CC1Cc2ccccc2N1C(=O)CO/N=C/c1ccccc1OC(F)F (stereo unspecified)
    -9%	0%	21µM*
COc1ccc(OC)c(NC(=O)C2CCCC2)c1
    -1%	4%	-1%
O=C(Cn1cnc2c(OCc3ccccc3)ncnc21)N1CCN(c2ccccn2)CC1
    -1%	2%	-14%
O=C(Nc1ccc(Cl)cc1)C1CCCN(S(=O)(=O)c2cnc[nH]2)C1 (stereo unspecified)
    -5%	5%	-17%
O=C(Cc1ccc(F)cc1)N1CCN(c2ccc(F)cc2)CC1
    -3%	/	-7%
COc1ccc(N2CCN(C(=O)C3CCN(S(=O)(=O)c4ccccc4)CC3)CC2)cc1
    -16%	0%	?
COc1cc(OC)c(N(C)C(=O)C2CCCN(c3ncnc4c3nc3n4CCCCC3)C2)cc1Cl (stereo unspecified)
    -7%	1%	21µM*
CCCCN1C(=O)/C(=C2/Sc3ccc(OC)cc3N2CC)SC1=S
    -2%	/	6%
COc1ccc(S(=O)(=O)N2CCC(C(=O)NCc3ccccn3)CC2)cc1C
    -5%	-3%	-19%
CC(C)(C)OC(=O)N/N=C\c1cccnc1
    -5%	1%	-14%
Cc1onc(-c2ccccc2)c1-c1csc(COc2ccccc2)n1
    0%	/	?
C=CCN1C(=S)CC(c2ccccc2)=Nc2ccccc21
    -8%	/	4%
CC(C)N(Cc1ccccc1)C(=O)COC(=O)/C=C/c1cnc2ccccc2n1
    -10%	6%	-26%
CCOc1ccccc1NC(=O)CCCCCN1C(=O)[C@@H]2Cc3ccccc3CN2C1=O
    -12%	2%	?
CN(c1ccccc1)S(=O)(=O)c1cccc(NC(=O)C2=NN(c3ccccc3)C(=O)CC2)c1
    -8%	4%	13µM*
CCOC(=O)c1cnc2c(C#N)c(C)nn2c1-c1ccccc1
    -3%	1%	?
O=C(NCc1ccco1)Nc1ccc([N+](=O)[O-])cc1
    -11%&-10%	2%	?
COc1ccc(CN2C(=O)N(c3ccc(F)cc3)C(=O)C2CC(=O)Nc2cc(OC)cc(OC)c2)cc1 (stereo unspecified)
    -1%	3%	?
COCCNC(=O)Cn1nc(-c2ccccc2F)ccc1=O
    -10%	/	-5%
O=C(O)c1ccc(CNCc2ccccc2F)cc1
    -15%	5%	-19%
O=C(CNCCCO)Nc1cc(C(F)(F)F)cc(NC(=O)CNCCCO)c1Cl
    1%	2%	-5%
Cc1cccc(N(CC(=O)NC(C)(C)C)C(=O)CS(=O)CC(=O)Nc2ccc(F)cc2)c1 (stereo unspecified)
    10%	0%	-25%
COC(=O)c1ccc(C23CC4(C2)[C@H](CN(Cc2cccnc2)[C@@H]4c2ccccc2)C3c2ccc(C(F)(F)F)cc2)cc1 (stereo partly specified)
    23%	12%&8%	13µM*
COc1ccc(S(=O)(=O)N2CCN(C(=O)c3ccc(=O)[nH]n3)CC2)cc1OC
    -2%	-7%	4%
CCOC(=O)/C(=C/c1ccc(OC(=O)c2ccccc2)cc1)C(C)=O
    -5%	5%	?
Cc1cnccc1CN(C)C(=O)C1CCC(=O)N(Cc2ccccc2F)C1 (stereo unspecified)
    -1%	1%	-3%
COCCn1c(N)c(N(Cc2ccccc2)C(=O)c2cc3ccccc3o2)c(=O)[nH]c1=O
    -3%	6%	0%
O=[N+]([O-])c1cccc(CSc2nnc3ccccn23)c1
    -13%	1%	-14%
Cc1nc(SCC(=O)NC(=O)NCc2ccccc2)nc(C)c1C
    -4%	4%	?
C#CCOCCOCCOCCNc1nc(N2CCN(C(=O)[C@H]([C@@H](C)CC)n3cc([C@@H](N)CO)nn3)CC2)nc(N2CCN(C(=O)[C@H](Cc3cc4ccccc4[nH]3)n3cc([C@@H](N)Cc4ccc(O)cc4)nn3)CC2)n1
    0%	7%	/
CN1C(=O)c2ccc(N3CCCC3)cc2C1=O
    -10%	-7%	?
COc1ccc(CN2CCN(C(=O)CCC(=O)Nc3nnc(C(F)(F)F)s3)CC2)cc1F
    -2%	5%	-15%
N#CC(C#N)=Cc1ccc(NC(=O)c2ccc(Br)cc2)cc1
    -3%	/	16µM*
Clc1ccc(OCCSc2ncccn2)cc1
    -21%	-5%	-20%
Cc1ccc(NC(=O)c2ccco2)c(NC(=O)Cc2cccs2)c1
    1%	1%	5%
CC(C)n1cc(CN2CCCC(CNS(=O)(=O)c3cccc4cccnc34)C2)cn1 (stereo unspecified)
    -2%	4%[56.1 µM]	10%
CCn1c(=O)c2sccc2n2c(CCCC(=O)N3CCN(c4ccc(OC)cc4)CC3)nnc12
    -2%	5%	?
C=CCN1C(=O)C2C(C(=O)NC)C3C=CC2(O3)C1C(=O)NCc1ccc(OC)cc1 (stereo unspecified)
    -7%	0%	-16%
Cc1ccc(NC(=O)CCNC(=O)c2ccccc2Cl)cc1S(=O)(=O)N1CCOCC1
    -5%	0%	-3%
Cc1ccc(S(=O)(=O)c2[nH]c(-c3ccccc3)nc2SCC(=O)O)cc1
    -5%	-1%	-9%

Next section, overlapping the part above by two compounds.
mol | KAT2A inh | TDP1 block | DT40 TDP1 no CPT
Cc1ccc(NC(=O)CCNC(=O)c2ccccc2Cl)cc1S(=O)(=O)N1CCOCC1 | -5% | 0% | -3%
Cc1ccc(S(=O)(=O)c2[nH]c(-c3ccccc3)nc2SCC(=O)O)cc1 | -5% | -1% | -9%
COc1ccc(-c2cc(C(=O)Nc3ccc(F)cc3F)no2)cc1 | 26% | / | 3%
COC(=O)C1=C(C(=O)c2ccccc2)C(c2ccc(OC)c(OC)c2)Nc2nnnn21 (stereo unspecified) | -1% | 3% | 1%
O=C(COC(=O)c1ccccc1Br)Nc1cccnc1Cl | -1% | -18% | -2%
CC(=O)c1cnc(Nc2cccc(C)c2)s1 | -3% | 3% | 2%
Cc1ccc(CSCC(=O)N2CCN(c3cc(Cl)ccc3C)CC2)cc1 | -1% | -5% | ?
CN1CCN(CC(O)COc2ccccc2)CC1 (stereo unspecified) | -23% | / | -2%
COCCNC(=O)c1onc(CCl)c1C(=O)OC | ? | 6% | ?
Clc1cccc(Cl)c1CSc1nnc(CN2CCOCC2)n1-c1ccccc1 | 1% | 3% | ?
COCCn1c(=O)c(-c2ccc(OC)cc2)nc2cnc(Oc3ccc(OC)cc3)nc21 | -21% | / | 12%
Cc1ccc(-c2nn(CC(=O)NN3CCOCC3)c(=O)c3ccccc23)cc1 | -5% | 3% | 0%
OC(COc1ccc(Cl)cc1Cl)Cn1ccnc1 (stereo unspecified) | 6% | / | ?
COc1cccc(NC(=O)CCc2nc(-c3cc(OC)c(OC)c(OC)c3)no2)c1 | -1% | 10% | 16µM*
CCCn1c(NCc2ccccn2)nc2ccccc21 | -4% | -2% | -5%
COc1cc(NC(=O)c2cccc(C)c2)c(OC)cc1NC(=O)CN1CCOCC1 | 1% | 3% | 18µM*
CCOc1ccccc1Nc1sc(C(=O)c2ccc(Cl)cc2)c(N)c1C(=O)NCCc1ccccc1 | -3% | 7% | 21µM*
COc1c(F)c(F)c(C(=O)Nc2cccc(Cl)c2N2CCOCC2)c(F)c1F | / | 8% | 21µM*

The closing 6 entries of the part before come first, to join the parts:
mol | KAT2A inh | TDP1 block | DT40 TDP1 no CPT
OC(COc1ccc(Cl)cc1Cl)Cn1ccnc1 (stereo unspecified) | 6% | / | ?
COc1cccc(NC(=O)CCc2nc(-c3cc(OC)c(OC)c(OC)c3)no2)c1 | -1% | 10% | 16µM*
CCCn1c(NCc2ccccn2)nc2ccccc21 | -4% | -2% | -5%
COc1cc(NC(=O)c2cccc(C)c2)c(OC)cc1NC(=O)CN1CCOCC1 | 1% | 3% | 18µM*
CCOc1ccccc1Nc1sc(C(=O)c2ccc(Cl)cc2)c(N)c1C(=O)NCCc1ccccc1 | -3% | 7% | 21µM*
COc1c(F)c(F)c(C(=O)Nc2cccc(Cl)c2N2CCOCC2)c(F)c1F | / | 8% | 21µM*
CCCCOc1ccc(C2=NC(c3cccs3)=Nc3ccc(CC)cc3N2)cc1 | -14% | 7% | ?
O=C(CCN1C(=O)/C(=C/c2ccccc2F)SC1=S)Nc1ccccn1 | -1% | 9% | -23%
COc1cc(OC)cc(-n2c(=O)c3sccc3n(Cc3ccc(F)cc3)c2=O)c1 | 0% | 0% | ?
CCOc1ccc(CNC(=O)C2Cc3cc(S(=O)(=O)N4CCCC4)ccc3N2C(C)=O)cc1 (stereo unspecified) | -8% | 5% | 6%
CCCn1c(SCC(=O)Nc2ccc(C)c(S(=O)(=O)N3CCOCC3)c2)n[nH]c1=O | -12% | 0% | -12%
O=C(Nc1ccc(Cc2ccncc2)cc1)c1ccc(N2CCOCC2)c([N+](=O)[O-])c1 | -8% | 5% | ?
CCC(C)(C)NC(=O)CN(Cc1ccco1)C(=O)CCC(=O)Nc1nccs1 | -10% | 0%[0.0935 µM] | -6%
CC(=O)c1c(N2CCOCC2)nc(=S)n(-c2ccccc2)c1C | 3% | 6% | -5%
CCCC1=Nc2cc(C(=O)N3CCC(C)CC3)ccc2Sc2ccc(C)cc21 | -13% | -2% | -21%
CC(Sc1nnc2ccccn12)C(=O)Nc1ncc(Cl)cc1Cl (stereo unspecified) | -3% | 1% | 5%
Cc1ccc(NC(=O)Cc2sc(C)nc2-c2ccc(C)cc2)cc1 | 37%[activator] | 0% | -29%
CC1(C)Cc2c(sc3nc(NCCN4CCOCC4)n4ncnc4c23)CO1 | -6% | 7% | ?
Nc1nc(C23CC4CCC(CC(C4)C2)C3)cs1 | 0% | 0% | ?
O=C(CNC(=O)c1cccs1)NCCN1CCC(Cc2ccccc2)CC1 | 2% | 4% | /
O=C1c2ccccc2C(=O)c2c(NCCCN(CCO)CCO)cccc21 | 22% | 4% | 21µM*
CCOC(=O)N1CCC(N2C(=O)c3ccc(C(=O)NCCC(C)C)cc3C2=O)CC1 | -1% | / | -3%
C=CCNC(=O)/C=C/c1ccc(C(C)C)cc1 | -1% | -4% | ?
COC(=O)[C@H](Cc1ccccc1)NC(=O)[C@@H](N)CC(=O)OCc1ccccc1 | -1% | 1% | -14%
CCN(CC)S(=O)(=O)c1ccc(N2CCCCC2)c(NC(=O)C2CCN(C(=O)c3ccc(F)cc3)CC2)c1 | -14% | / | 23µM*
Oc1ccc(C2=CSC3=NCCN23)cc1O | 18% | / | -18%
CCN(CC)S(=O)(=O)c1ccc(Cl)c(C(=O)Nc2nnc(C)s2)c1 | -3% | 3% | -18%
COCCN(C(=O)CCc1nnc(CCc2c[nH]c3ccccc23)o1)C(C)C | -16% | / | 16%
CCOc1cc(/C=C(\CC(=O)O)c2nc3ccccc3s2)ccc1OC | -14% | 5% | 5%
CC(C)n1c(/C=C/c2ccccc2)nc2ccccc21 | -7% | -1% | ?
CCOc1ccc(NC(=O)CN(C)C(=O)CN2C(=O)C3CCCCC3C2=O)cc1OCC (stereo unspecified) | -14% | -2% | -23%
O=C(NC1CCCCC1)c1ccc(CS(=O)Cc2ccccc2Cl)o1 (stereo unspecified) | -3% | 3% | -5%
CC(C)(C)NS(=O)(=O)c1ccc(NS(=O)(=O)Cc2ccccc2)cc1 | 1% | 0% | -15%
CC(=O)N1CC2(C)CN(C(C)=O)CC(C)(C1)C2O (stereo unspecified) | -17% | 1% | -11%
O=C(C1CCC(CNS(=O)(=O)c2ccc(Br)s2)CC1)N1CCN(c2ccccc2)CC1 (stereo unspecified) | -2% | 0% | ?
O=[N+]([O-])c1ccc(CSc2ncnc3ccccc23)cc1 | -7% | -3% | ?
CCCCN(CC)S(=O)(=O)c1ccc(C(=O)Nc2nnc(-c3cccs3)o2)cc1 | -7%[0.501 µM] | 9% | 10µM*
Cc1ccc(-c2[nH]ncc2C(=O)c2ccccc2C)c(O)c1 | 9% | / | -12%
Cc1ccc2nc(NC(=O)CN(C)S(=O)(=O)c3cccc4nsnc34)sc2c1 | -17% | -3% | 2.9µM*
COc1ccc(C)cc1S(=O)(=O)N(CC(=O)O)c1ccccc1 | 1% | 5% | -12%
COc1ccccc1CNC(=O)CCc1c(C)c2ccc(OC)c(C)c2oc1=O | -13% | 7% | -23%
